# From PubChem
# MITF inh: inhibitors of human MITF | inhibition, % at 2.6 µM | O75030 | hit rate 0.91% among 650,000 | AlphaScreen MITF homodimerization, bead proximity signal; in the data active = inhibition above about 50%;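 also: 0% = vehicle wells with protein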
# GPR151 activ: activators of human GPR151 | Q8TDV0 | PathHunter beta-arrestin GPR151 cells, luminescence | activation, % at 11.2 µM | hit rate 1% among 650,000 | AID 1508602; in the data active = activation above about 4.9%;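 also: 0% = median of compound wells and 100% = cells with positive control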
# Target sequence (Q8TDV0 whole entry, looked up): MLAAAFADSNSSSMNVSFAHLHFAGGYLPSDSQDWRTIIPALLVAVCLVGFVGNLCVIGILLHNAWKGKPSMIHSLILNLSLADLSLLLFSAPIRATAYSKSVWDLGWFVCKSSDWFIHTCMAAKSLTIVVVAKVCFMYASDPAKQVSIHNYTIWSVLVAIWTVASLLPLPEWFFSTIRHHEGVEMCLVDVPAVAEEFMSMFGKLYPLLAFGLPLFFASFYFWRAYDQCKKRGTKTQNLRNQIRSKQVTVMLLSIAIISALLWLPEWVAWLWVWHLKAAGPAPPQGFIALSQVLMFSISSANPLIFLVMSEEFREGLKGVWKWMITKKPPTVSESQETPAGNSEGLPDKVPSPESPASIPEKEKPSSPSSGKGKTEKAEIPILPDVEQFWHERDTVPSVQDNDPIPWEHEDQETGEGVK
# FBW7 act: activators of human E3 ligase FBW7. AlphaScreen FBW7–phospho-cyclin E peptide binding, activator screen. hit rate 0.13% among 650,000. normalized activity (activation), % at 26.1 µM. Q969H0. AID 1259310; in the data active = normalized activity above about 1.9%;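 also: purified mutant Fbw7 with reduced substrate affinity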
# Target sequence (Q969H0 whole entry, looked up): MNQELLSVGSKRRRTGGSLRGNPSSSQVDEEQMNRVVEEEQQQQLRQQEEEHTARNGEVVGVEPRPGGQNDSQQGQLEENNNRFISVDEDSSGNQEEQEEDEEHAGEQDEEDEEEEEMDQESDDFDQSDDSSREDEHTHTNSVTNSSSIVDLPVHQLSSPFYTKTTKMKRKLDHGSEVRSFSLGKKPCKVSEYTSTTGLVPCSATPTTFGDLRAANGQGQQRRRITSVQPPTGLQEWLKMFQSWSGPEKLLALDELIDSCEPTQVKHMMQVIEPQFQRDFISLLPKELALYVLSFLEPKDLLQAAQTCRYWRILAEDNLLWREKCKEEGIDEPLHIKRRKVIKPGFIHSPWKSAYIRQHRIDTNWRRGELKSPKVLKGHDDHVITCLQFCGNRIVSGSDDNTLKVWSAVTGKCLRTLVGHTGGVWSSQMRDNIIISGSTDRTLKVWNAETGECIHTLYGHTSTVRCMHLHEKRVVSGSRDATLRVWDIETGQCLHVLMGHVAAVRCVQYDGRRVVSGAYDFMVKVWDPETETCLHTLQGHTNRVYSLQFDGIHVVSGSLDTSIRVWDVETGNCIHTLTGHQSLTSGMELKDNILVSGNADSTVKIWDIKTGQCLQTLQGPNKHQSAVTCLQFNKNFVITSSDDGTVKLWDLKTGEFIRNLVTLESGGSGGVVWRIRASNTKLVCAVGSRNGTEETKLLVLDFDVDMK
# TEAD-YAP inh: TEAD-YAP interaction inhibition; HEK-TIYL cells, TEAD-Gal4/YAP UAS-luciferase luminescence; inhibition, % at 9.12 µM; hit rate 1.4% among 640,000; AID 1259422; in the data active = inhibition above about 32%;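 also: 0% = median of test compound wells and 100% = reference inhibitor wells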
# The depositor's hits bear a star. An unsorted share of the library; overall some 3.5% were active at least once.
# Fields – MITF inh, GPR151 activ, FBW7 act, TEAD-YAP inh
- CCCN1CCC(N2C[C@H](NCc3ccccc3Cl)C[C@H]2C(=O)NCC)CC1
  -1.7, 1.4, 0.0, 8.3
- O=C(Nn1c(-c2ccc(Br)cc2)nc2ccccc2c1=O)c1ccccc1Br
  -1.3, 0.1, -0.1, -15.1
- COc1ccc(OC(C)C(=O)NCc2ccco2)cc1 (centres undefined)
  6.8, -0.5, -0.2, 3.5
- Cc1c(Cl)cccc1NS(=O)(=O)c1ccc2ccccc2c1
  6.2, 0.7, 0.0, 2.4
- COC(=O)C1=C(C)N(C2CCCCC2)C(=O)/C1=C\c1ccc(O)cc1
  19.4, 0.1, 0.0, -1.7
- CCOc1ccc(C2CC(c3cccc(Br)c3)n3ncnc3N2)cc1 (centres undefined)
  -23.6, 0.3, 0.0, 10.2
- CC1=C(C(=O)N2CCOCC2)C(c2c(F)cccc2Cl)C2=C(CC(C)(C)CC2=O)N1 (centres undefined)
  -10.8, 1.8, 0.1, -2.3
- CC(C)N(CCO)Cc1ccc(OCC(O)CN(C)Cc2ccccc2)cc1 (centres undefined)
  -4.5, -0.3, 0.2, 2.0
- COCC(C)N=C1NN=C(c2ccc(O)cc2O)CS1 (centres undefined)
  9.0, -1.3, -0.5, -14.4
- OC(CN1CCN(c2cccnc2)CC1)Cn1nnnc1-c1ccccc1 (centres undefined)
  -9.8, 0.7, -0.1, -4.2
- O=C(/C=C/c1ccccc1)Nc1ccccc1C(=O)O
  -9.8, -8.4, 0.1, 30.7
- O=c1c(Cl)cc(C(F)(F)F)cn1Cc1ccc([N+](=O)[O-])cc1
  9.1, -0.8, -0.2, 2.9
- COc1ccccc1C(=O)Nc1c(C)nn(Cc2cccc(C)c2)c1C
  15.8, 0.8, -0.1, 2.0
- CCc1ccccc1NC1=NS(=O)(=O)c2cc([N+](=O)[O-])ccc21
  4.0, 2.8, -0.1, 7.4
- COc1cccc(C2(CC(=O)N(C)Cc3cc(-c4ccccc4)on3)CC(=O)N(C)C2=O)c1 (centres undefined)
  5.1, -1.1, -0.2, -32.2
- O=C(Cc1csc2nc(-c3ccccc3)cn12)NC1CCCCC1
  4.7, -0.2, 0.0, 5.6
- O=C(NOc1ncc(C(F)(F)F)cc1Cl)c1cnc2sccn2c1=O
  21.6, 0.1, 0.7, 1.3
- Cn1c(N2CCCC(C(=O)NC3CCCCC3)C2)nc2ccccc21 (centres undefined)
  14.9, 0.2, -0.1, 10.9
- COc1cc(OC)nc(Oc2ccccc2/C=N/NC(=O)CC(C)C)n1
  0.2, 1.6, 0.0, -1.4
- Cc1ccc2[nH]c(=O)c(CN(CCCO)C(C)c3nnnn3Cc3ccccc3)cc2c1 (centres undefined)
  -9.8, -1.1, -0.1, -12.5
- O=[n+]1cc(C2=CC=CCC2)n([O-])c2c1CCCCC2
  0.3, -0.1, 0.0, -10.2
- CCOC(=O)C1(Cc2ccc(OC)cc2)CCN(C(=O)CCn2cccn2)CC1
  11.6, 0.5, 0.0, -8.4
- O=C1NC(Cc2c[nH]c3ccccc23)C(=O)N1Cc1ccc(Cl)cc1 (centres undefined)
  3.4, -0.5, 0.1, -1.0
- CN1CCN(c2ccc(C(=O)NC34CC5CC(C)(CC(C)(C5)C3)C4)cc2[N+](=O)[O-])CC1
  14.6, -2.7, 0.1, -4.9
- O=C(O)CCc1nnc2c3ccccc3ncn12
  -9.3, 0.4, 0.1, -4.5
- Fc1ccc(-c2cc3nc4c(c(N5CCNCC5)n3n2)CCC4)cc1
  -4.3, -0.3, 0.0, 1.3
- COc1ccc(C2=N/C(=C\c3ccccc3F)C(=O)O2)cc1OC
  -1.7, 0.6, -0.1, -7.7
- COc1ccccc1CNS(=O)(=O)c1ccc(F)c(C(=O)Nc2ccc(Cl)cc2F)c1
  18.4, -0.2, 0.1, -0.2
- COc1cc2nc(NC3CCN(Cc4ccccc4)CC3)nc(NCCO)c2cc1OC
  6.3, 2.2, 0.1, -3.0
- O=c1[nH]c(/C=C/c2ccc([N+](=O)[O-])cc2)nc2ccccc12
  -5.8, 0.1, 0.0, -1.9
- CN(C)CCCNC(=O)c1ccc(Br)cc1
  10.7, -1.1, 0.4, 4.8
- NC(=O)c1cc(S(=O)(=O)Nc2cccc(F)c2)co1
  4.2, 1.0, -0.1, 0.7
- COC(=O)c1ccc(C(=O)OC)c(NC(=O)Nc2cccc([N+](=O)[O-])c2)c1
  -10.9, -0.6, -0.2, -6.1
- OC(Cn1cncn1)(c1ccc(F)cc1)c1ccc(Cl)cc1 (centres undefined)
  10.3, -0.9, 0.2, 0.7
- CCC(=O)Nc1nnc(-c2ccc3c(c2)CCCC3)o1
  3.4, -2.6, -0.1, -42.2
- Cc1[nH]nc2c1C1C(C2)C1(C)C (centres undefined)
  2.8, 0.7, 0.0, -1.9
- Cc1ccccc1NC(=O)CN(Cc1ccc(Br)cc1)S(=O)(=O)c1ccccc1
  8.1, -0.8, 0.0, -2.6
- CN(CC(=O)NC1CCCCCC1)S(=O)(=O)c1cc2c(cc1Cl)NC(=O)CO2
  -0.2, -0.1, 0.1, 1.4
- COc1ccc(N2CCN(c3c(-c4ccc5c(c4)OCC(=O)N5)c(=O)c3=O)CC2)cc1
  -1.9, -1.5, -0.1, 1.0
- Cc1c(NC(=O)COc2c(Cl)cc(Cl)cc2Cl)c(=O)n(-c2ccccc2)n1C
  -6.4, 0.8, -0.1, -3.5
- CC(=O)N1C(=O)N(C)C2C1N(C)C(=O)N2C(C)=O (centres undefined)
  -7.2, -0.5, 0.1, 7.0
- CCCCOc1ccc(Cc2c(O)nc(N)[nH]c2=O)cc1
  16.1, -0.7, 0.4, 6.0
- CC1CCN(C(=O)CC(NC(N)=O)c2ccccc2Cl)CC1 (centres undefined)
  -6.4, 0.9, 0.1, 10.2
- CC1=C(C(=O)OCCOc2ccccc2)C(c2ccc(Cl)cc2Cl)C2=C(CCCC2=O)N1 (centres undefined)
  -2.9, 0.4, 0.4, -3.7
- CCOc1ccc(-n2c(C)nc3cc(C(=O)NCC(OC)OC)ccc32)cc1
  -1.9, -1.3, 0.0, 9.3
- CCc1ccccc1N(CC(=O)NCc1ccccc1)C(=O)CCC(=O)Nc1ccccn1
  5.3, -0.9, 0.0, 8.8
- O=C(COC(=O)c1ccc([N+](=O)[O-])o1)Nc1ccc(F)cc1Cl
  13.7, -0.9, 0.0, 19.0
- O=C(C(=O)N1CCN(C(c2ccccc2)c2ccccc2)CC1)N1CCCCC1
  2.1, -0.2, 1.1, 10.6
- COc1cccc(C(=O)OCC(=O)c2cc(C)n(-c3ccc4c(c3)OCO4)c2C)c1OC
  10.4, 1.3, -0.3, 6.5
- CN1CCN(c2nccn3c(-c4ccc(F)c(Cl)c4)cnc23)CC1
  23.2, -0.3, 0.1, -5.7

# (cont.)
# Fields – MITF inh, GPR151 activ, FBW7 act, TEAD-YAP inh
- Cc1nc2sccn2c1C(=O)Nc1cccc(Cl)c1
  10.4, 1.1, 0.4, -35.7
- COC(=O)Nc1ccc(-c2ccc(NC(=O)OC)c(OC)c2)cc1OC
  -1.5, 0.3, 0.1, -11.7
- CC(=O)c1ccc(N=Cc2nc(-c3ccc(C)cc3)oc2O)cc1
  2.6, -0.2, 0.1, 3.1
- CCCNC(=O)CC1Oc2ccc(Cl)cc2NC1=O (centres undefined)
  -2.2, -0.4, -0.1, 6.3
- COc1cccc(C2NC(=S)NC3=C2CCc2ccccc23)c1 (centres undefined)
  0.1, 0.8, -0.1, -1.5
- CCCC(=O)Nc1c(C(=O)OCC)[nH]c2ccccc12
  3.9, -0.5, -0.1, -6.1
- O=C(c1nc2ccccn2c1CN1CCC(C(O)c2cccs2)CC1)N1CCCC1 (centres undefined)
  -8.3, 2.5, -0.1, -7.4
- COc1ccccc1-n1c(SCC(=O)N2CCCCC2)nc2c(c1=O)SCC2
  -0.3, 3.3, -0.1, -4.6
- N#CC1=C(N)Oc2n[nH]c(-c3ccc4c(c3)OCO4)c2C1c1cccc(OC(=O)N2CCOCC2)c1 (centres undefined)
  -4.9, 0.4, -0.1, -1.4
- CCCCC(=O)NC(=S)Nc1cccc(NC(=O)c2ccco2)c1
  16.2, -0.5, 0.1, 6.7
- O=C(NC(=S)NCC1CCCO1)c1ccc(Cl)cc1Cl (centres undefined)
  15.7, -0.8, 1.4, -11.9
- Cn1c(/C=C/c2cccnc2)nc2ccccc2c1=O
  8.8, 3.1, -0.1, -18.5
- COc1ccc(CNC(=O)Cn2nc(C)cc2C(=O)N2CCOCC2)cc1
  18.2, -1.0, 0.5, -2.7
- Cc1ccc(O)c(/C=C2/SC(=S)N(C)C2=O)c1
  -5.6, -0.5, -0.1, 1.1
- COC(=O)C1=C(C)Nc2nnnn2C1c1cccc(Br)c1 (centres undefined)
  -3.1, -1.0, 0.1, -2.3
- O=C1NC(=Nc2ccccc2Cl)S/C1=C/c1ccc(OCc2ccc([N+](=O)[O-])cc2)cc1
  -0.7, 1.0, -0.2, 1.7
- Cc1cc(Cl)ccc1OCC(=O)Nc1ncnc2sc3c(c12)CC(C)CC3 (centres undefined)
  -19.8, 0.0, 0.1, -3.9
- COc1ccc(CN2CCN(Cc3ccccc3O)CC2CCO)cc1C (centres undefined)
  3.9, -0.4, 0.3, 18.8
- COc1ccc(Br)cc1/C=N/NC(=O)CNC(=O)c1ccc(F)cc1
  2.1, -0.8, -0.1, 13.5
- CCN(CC)C(=O)Cn1nc2c(C)cc3cc4c(cc3n2c1=O)OCO4
  3.4, 1.2, 0.0, -1.0

# Two compounds drawn at random from those above:
# Fields – MITF inh, GPR151 activ, FBW7 act, TEAD-YAP inh
- Cc1cc(Cl)ccc1OCC(=O)Nc1ncnc2sc3c(c12)CC(C)CC3 (centres undefined)
  -19.8, 0.0, 0.1, -3.9
- COc1ccc(CNC(=O)Cn2nc(C)cc2C(=O)N2CCOCC2)cc1
  18.2, -1.0, 0.5, -2.7

# More entries follow.
# Fields – MITF inh, GPR151 activ, FBW7 act, TEAD-YAP inh
- O=C(O)c1ccc(Cl)c(S(=O)(=O)NCc2ccc(Cl)cc2Cl)c1
  8.5, -0.6, 0.0, -3.2
- O=C1CSC(c2ccc(O)c([N+](=O)[O-])c2)N1Cc1ccccc1 (centres undefined)
  6.8, -0.3, 0.0, 4.8
- CCOc1cccc(CN(C(=O)c2nc3ccc(-c4cn[nH]c4)cc3s2)C2CC2)c1
  23.2, 1.7, 0.3, -14.0
- Cc1c(C)n(C(=O)CSc2ccccn2)c2ccccc12
  5.5, -0.9, 0.5, 7.4
- O=C(CCn1nnc2ccccc21)N/N=C/c1c(O)ccc2ccccc12
  0.5, -0.4, -0.2, 12.2
- CNc1ccc(/C=C2\NC(=S)NC2=O)cc1[N+](=O)[O-]
  11.7, 2.0, -0.1, -9.0
- CC(=O)c1ccc(N2C(=O)CC(Nc3ccc(C(=O)O)cc3)C2=O)cc1 (centres undefined)
  29.1, 1.8, 0.3, 2.7
- C/C(=N\NC(=S)Nc1ccccc1)C1Cc2ccccc2C(=O)O1 (centres undefined)
  -23.8, -0.7, -0.1, -11.4
- Cc1ccc(-c2csc3ncn(C(C)C(=O)O)c(=O)c23)cc1 (centres undefined)
  5.0, -0.4, 0.0, 4.7
- Cn1ncc2c(NNC(=O)c3ccco3)ncnc21
  -1.8, 0.8, -0.3, 4.4
- COC(=O)c1ccc(NC(=O)CN(c2cc(OC)ccc2OC)S(=O)(=O)c2ccccc2)cc1
  13.1, -0.3, 0.6, 5.2
- Cc1ccccc1-n1c(O)c(C=Nc2ccc(N(C)C)cc2)c(=O)[nH]c1=S
  26.0, 0.0, -0.2, 12.7
- Cc1ccc(-c2cc(C(=O)N3CCC(Cc4ccccc4)CC3)c3ccccc3n2)s1
  -5.1, 0.3, 0.2, -2.2
- Cc1csc(SCC(=O)N2CCc3c(cnc(C)c3CNC(=O)c3ccco3)C2)n1
  5.3, 0.4, 0.2, 2.7
- CC(C)COC(=O)Nc1ccc2c(c1)OCO2
  -8.2, -4.9, 0.6, 11.1
- O=C(N/N=C\c1ccccc1O)c1[nH]ncc1I
  -25.1, 0.3, -0.1, -48.6
- COc1cc(C2C(C#N)=C(N)Oc3n[nH]c(-c4ccc(F)cc4)c32)ccc1OCC(N)=O (centres undefined)
  -3.2, -0.2, -0.2, -7.2
- COc1cc(Nc2nc(SCc3cccc(F)c3)nc3ccccc23)cc(OC)c1
  0.6, 1.6, 0.1, 1.3
- CCCOc1ccc(C(=O)Nc2cc3nn(-c4ccc(OC)cc4)nc3cc2C)cc1
  8.9, -0.5, -0.1, -6.5
- O=C(Cn1cnc2sc3c(c2c1=O)CCCC3)Nc1ccc(I)cc1
  0.4, 0.8, 0.0, -0.6
- CCOc1cc(/C=C2/C(=O)NC(=O)N(C)C2=O)cc(I)c1O
  19.9, -0.6, 0.1, -0.3
- O=C1OC(c2ccccc2Cl)=N/C1=C\c1cccc(C(F)(F)F)c1
  -6.6, 1.7, 0.1, 3.3
- O=C(Cc1csc(SCc2cccc(Cl)c2)n1)NC1CCCC1
  -10.3, -0.5, 0.1, -8.1
- CC(=O)c1cccc(-n2nnnc2SCC(N)=O)c1
  4.2, -0.3, 0.2, 5.2
- CC(=O)Nc1ccc(NC(=O)c2ccc3nc(Nc4ccncc4)sc3c2)cc1
  7.2, -0.8, -0.1, -0.5
- O=C(Cn1cnc2ccccc2c1=O)Nc1nc(-c2cccs2)cs1
  10.3, 1.3, 0.0, -5.5
- Cc1ccccc1NC(=O)c1cnn(-c2ccccc2)c1NC(=O)c1ccccc1
  -7.3, 0.7, 0.6, -5.9
- COc1cc(CNc2nccn3c(-c4ccc(Cl)cc4)cnc23)cc(OC)c1OC
  17.1, -0.4, 0.3, 3.0
- Cc1ccccc1NC(=O)CCCCCN1C(=O)c2cccc([N+](=O)[O-])c2C1=O
  -3.1, 0.0, 0.1, 8.0
